# High-throughput results as filed in PubChem.
# Giardia FBPA inh: Giardia lamblia aldolase inhibition; A8B2U2; purified Giardia FBPA; Potency, µM (top dose mostly 59.6 µM), for inactives: at the top dose activity, negative = inhibition, usual class: inhibitors; 290,000 compounds, 0.71% hits; AID 2451; further: potency means the concentration at half of the fitted maximal effect; on the % scale 0 is the no-effect control and ±100 the full control effect; nearly all actives have a fitted effect of over 55% in size
# Target sequence (A8B2U2 whole entry, looked up): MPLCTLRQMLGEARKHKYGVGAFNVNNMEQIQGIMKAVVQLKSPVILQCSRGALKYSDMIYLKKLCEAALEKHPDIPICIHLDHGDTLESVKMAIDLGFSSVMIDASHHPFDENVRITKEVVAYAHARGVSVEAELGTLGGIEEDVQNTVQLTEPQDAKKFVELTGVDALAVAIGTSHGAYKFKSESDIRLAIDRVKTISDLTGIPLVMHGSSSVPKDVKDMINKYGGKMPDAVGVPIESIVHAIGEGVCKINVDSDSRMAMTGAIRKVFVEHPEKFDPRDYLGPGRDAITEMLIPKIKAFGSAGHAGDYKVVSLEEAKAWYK
#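 40 nM FBPA preincubated 10 min at RT with compound (up to 57.5 uM final), then substrate plus GAPDH/TPI/NAD/arsenate coupling and diaphorase/resazurin added. Fluorescence read after 20 min at RT, 525/598 nm.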
# CHX counter: counter-screen for Shiga toxin inhibitors: cycloheximide protein synthesis inhibition. max response, %. AID 2314. 300,000 compounds, 12% hits. cell reporter, cycloheximide protein synthesis inhibition counterscreen; in the data active means max response mostly above about 13%, no sharp cut-off; inactive means mostly below about 14%; further: read at 38.3 µM for the half of the compounds with a filed dose; 0% is about no effect
# Pf growth 48h: P. falciparum growth inhibition at 48 hours (one generation). P. falciparum luciferase growth in erythrocytes, 48 h. Potency, µM (highest dose often 28.7 µM), inactives show at the highest dose activity change, negative = inhibition, hits mostly inhibitors. 310,000 compounds, 5.9% hits; further: potency means the concentration at half of the fitted maximal effect; on the % scale 0 is the no-effect control and ±100 the full control effect
#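 In quantitative HTS format, infected erythrocytes bearing luciferase-reporter parasites were treated for a single generation at 37 C. Luminescence after adding detection reagent served as the growth measure.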
# Shiga toxin inh: blocks Shiga toxin action in Vero cells | Vero cells, Shiga toxin protein synthesis inhibition reporter | inhibition, % at 38.7 µM | 290,000 compounds, 9.2% hits; in the data active means inhibition mostly above about 28%, no sharp cut-off; inactive means mostly below about 43%; further: 0% is about no effect
# HCV inhibitor: blocks hepatitis C virus | 340,000 compounds, 3.4% hits | Potency, µM (highest dose often 41.8 µM), without a hit: top-dose activity change, negative = inhibition, most hits filed as inhibitors | Huh7.5.1 HCVcc-Cre infection, luciferase reporter, 44 h | AID 651820; further: potency means the concentration at half of the fitted maximal effect; on the % scale 0 is the no-effect control and ±100 the full control effect
#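 1,000 cells/well; 4 h culture; + compound; + HCVcc-Cre (~0.5 moi); 44 h; luciferase substrate, RT 15 min; read 15 sec.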
# Pf growth 96h: P. falciparum growth inhibition at 96 hour, primary screen for plastid delayed-death inhibitors; 320,000 compounds, 6.9% hits; AID 504834; P. falciparum luciferase reporter growth, 96 h; Potency, µM (highest dose often 28.7 µM), without a hit: top-dose activity change, negative = inhibition, usual class: inhibitors; further: potency means the concentration at half of the fitted maximal effect; on the % scale 0 is the no-effect control and ±100 the full control effect
#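 Luminescence readout: decreased luciferase signal marks inhibited growth of reporter-expressing P. falciparum in infected red cells (2% hematocrit, 0.05% parasitemia final), exposed to compound two generations (96 h, 37 C, 5% CO2).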
# Starred values were filed as active, the others as inactive; ? = inconclusive; . = not tested or not shown; [ ] = remark or other dose. Unless noted, the call rests on the fitted dose curve; in most records, active means well fitted curve in the direction sought with a large enough effect; inconclusive means small, poorly fitted or top-dose-only effect, or another doubt; inactive means no such curve, though single readings can be large; an effect the other way counts as inactive or inconclusive. Compounds were not picked by outcome. Share with any hit: about 24%.
smiles | Giardia FBPA inh | CHX counter | Pf growth 48h | Shiga toxin inh | HCV inhibitor | Pf growth 96h
O=C(CSc1nc2ccccc2s1)NCCOc1ccccc1 | -6% | 15* | 28% | 17 | 5% | -5%
CC(C)CNCC1OCc2ccccc2CO1 | 2% | -2 | 2% | -6 | ? | 9%
CCOC(=O)C1C(c2ccc(C(=O)O)cc2)NC(=O)NC1(O)C(F)(F)F (stereo unspecified) | -7% | -2 | 5% | -13 | 15% | 28%
COc1ccc(CCC(=O)Nc2cccc(S(=O)(=O)N(C)C)c2)cc1OC | 3% | 1 | 16% | -12 | ? | -30%
COc1ccc(NC(=O)CSc2nnc(-c3cccnc3)n2Cc2ccco2)c(OC)c1 | 0% | -1 | 0% | -20 | -3% | ?
Cc1cc(N2C(=O)C3C4CC(C(Br)C4Br)C3C2=O)no1 (stereo unspecified) | 4% | 5 | 12% | 25 | 14% | -12%
CC(=O)OC(C)(C)C#CCN1CCCC1 | 1% | -2 | . | -19 | 15% | 27%
O=C(CCN1CCCCC1)NNC(=S)NC(=O)c1ccc(Br)cc1 | 15% | -2 | -8% | 1 | -13% | 17%
COc1ccc(OC)c(CCNC(=O)Cn2sc3nc(C)cc(C)c3c2=O)c1 | -5% | -5 | . | -16 | . | -5%
COc1ccc(C(CNCC(=O)Nc2ccccc2F)N(C)C)cc1 (stereo unspecified) | ? | -3 | . | 7 | -1% | 25%
CCc1ccc2c(c1)CCCN2C(=O)c1ccccc1C(=O)O | -16% | -2 | ? | -10 | 10µM* | .
O=C(COc1cccnc1[N+](=O)[O-])NCc1ccc(F)cc1 | -3% | -5 | 16% | -7 | 11% | 33%[activator]
COc1ccc(C2CC(=O)Nc3cc(C)c(C)cc32)c(OC)c1OC (stereo unspecified) | -5% | -8 | . | -15 | ? | ?
CCc1nn(C(C)C(=O)NCCN2CCN(c3cccc(C)c3C)CC2)c(=O)c2cc3occc3n12 (stereo unspecified) | 6% | 1 | 0% | -4 | 1.8µM* | 0%
Cn1c(CCCOc2ccc(Cl)cc2Cl)n[nH]c1=S | -1% | 16* | 40%[activator] | 57* | ? | 13%
CC(=O)C1C(c2ccc(C)cc2)c2c(noc2C)CC1(C)O (stereo unspecified) | 9% | 5 | 26% | -7 | 16% | ?
CCC(C)NC(=O)CC(c1ccc(OC)cc1)n1cccc1 (stereo unspecified) | -2% | -3 | -2% | -4 | 9% | .
CN(Cc1ccccc1)S(=O)(=O)c1ccc(OCC(=O)NCc2cccnc2)cc1 | 7% | -2 | ? | -9 | 0% | -15%
COC(=O)c1ccc2c(=O)n(Cc3ccco3)c(SCC(=O)Nc3ccccc3Cl)nc2c1 | 0% | -3 | -4% | -14 | ? | ?
CCc1ccc(OC(=O)CN2C(=O)c3ccccc3C2=O)cc1 | -2% | 0 | -20% | . | 17% | ?
Cc1ccc(NC(=O)Cn2c(=O)c(C)nc3ccccc32)cc1 | -1% | 1 | -1% | -9 | 2% | 43%[5.75 µM]
O=C(NNC1=NCCC1)c1cccc(S(=O)(=O)N2CCCC2)c1 | 11% | -1 | 3% | -1 | 11% | -2%
COc1ccccc1-n1cc(-c2ccc(Br)cc2)[nH]c1=S | 10% | 17* | ? | 31 | -28% | 11%
Cc1nc2n[nH]c(N)c2c2c1CCCC2 | -2% | 9 | 31%[activator] | 34 | 12% | 14%
Cc1cc(OCC(=O)OCC(=O)N(C)C2CCS(=O)(=O)C2)ccc1Cl (stereo unspecified) | . | . | -8% | . | -2% | 29%
N#Cc1ccc(CSc2nnc(COc3ccccc3)n2-c2ccccc2)cc1 | 0% | -2 | . | -6 | ? | ?
c1ccc(-c2csc3ncn4nnnc4c23)cc1 | 6% | 1 | 13% | -4 | 9% | .
Cc1cccc(C(=O)NN2S(=O)(=O)c3ccccc3S2(=O)=O)c1 | -15% | -2 | 100%[activator] | -13 | -3% | -19%
CCOC(CCn1c(SCc2ccc([N+](=O)[O-])cc2)nc2ccccc2c1=O)OCC | -4% | 1 | ? | -8 | ? | -21%
O=C(O)c1ccccc1Cc1nc2cc(Cl)ccc2c(=O)[nH]1 | 17% | -2 | -4% | -4 | ? | -17%
O=C(COc1ccc([N+](=O)[O-])cc1)NNC(=S)NC(=O)c1ccc(Br)cc1 | 20% | 7 | 29% | -9 | ? | 39%[activator]
C/C(=N\Nc1cccc(C(=O)O)c1)c1ccc(Cl)s1 | 0% | 68* | 176%[activator] | 121* | 24% | 119%[activator]
CC(C)c1ccc(N(CC(=O)NCCCN2CCOCC2)S(=O)(=O)c2ccccc2)cc1 | . | . | ? | . | -20% | ?
CC(C)c1ccc(C(=O)OC2CCOC2=O)cc1 (stereo unspecified) | -8% | 7 | 11% | -22 | 19% | 0%
COc1ccc(Br)cc1C(=O)Nc1cccc(NC(=O)c2ccco2)c1 | -6% | -5 | -17% | 4 | ? | -27%
CCN1C(=O)/C(=C\N2CCCc3ccccc32)SC1=S | -12% | -3 | -6% | 41 | ? | .
CC(=O)NC(Nc1c(C)n(C)n(-c2ccccc2)c1=O)C(Cl)(Cl)Cl (stereo unspecified) | -12% | 11 | 5% | 11 | 18% | ?
COc1ccc(OC)c(S(=O)(=O)N2CCN(c3ccccc3OC)CC2)c1 | 0% | -1 | 8% | -3 | 22% | -10%
CCN(CC)S(=O)(=O)c1ccc(C(=O)NCc2cccs2)cc1 | -1% | -1 | -12% | 19 | -10% | -17%
COc1cccc(OCC(=O)N(C)Cc2nc(-c3ccccc3)no2)c1 | 9% | 14 | 19% | 13 | 6% | 22%
CCOc1ccccc1C1C(C(=O)Nc2ccc(OC)cc2)=C(C)Nc2nc(CCCO)nn21 (stereo unspecified) | -9% | -1 | -2% | -1 | -21% | ?
COc1ccc(Cl)cc1N(CC(=O)NCC(C)C)S(=O)(=O)c1ccc(C)c([N+](=O)[O-])c1 | 3% | 1 | -12% | -14 | 1% | 9.3µM*
CN1CCN(C(CNC(=O)C(=O)Nc2ccc3c(c2)OCO3)c2ccc(F)cc2)CC1 (stereo unspecified) | . | . | 9% | . | -8% | ?
Clc1ccccc1SCc1nc2ccccc2[nH]1 | 5% | 53* | -17% | 79* | 12% | ?
CC1Cc2cc(C(=O)O)ccc2O1 (stereo unspecified) | 4% | 3 | 6% | -3 | 29% | 41%[activator]
N#CC1=C(N)C(C#N)(C#N)[C@H](c2cccnc2)[C@H]2CN(C(=O)OCc3ccccc3)CC=C12 | -19% | -4 | ? | -6 | -21% | 13µM*
Cc1[nH]c2ccccc2c1N=Nc1ccccc1C(=O)O | -6% | 17* | ? | 48* | 0% | 10µM*
O=C(Cc1ccccc1[N+](=O)[O-])NCCC1=CCCCC1 | 4% | 26* | 10% | 61* | 18% | ?
COC(=O)c1cc2c(ccn2-c2ccc(F)cc2)n1C(C)C | . | 2 | ? | 4 | -30% | -22%
COc1ccc(C(=O)CN2C(=O)NC(C)(c3ccc(C)cc3)C2=O)cc1OC (stereo unspecified) | -2% | -2 | ? | -1 | 16% | ?
NCCNC[C@@H](N)CCCN=C(N)N[N+](=O)[O-] | ? | 19 | . | -2 | . | .
CCC1C(C#N)=C(SCC(N)=O)NC2=C1C(=O)CC(C)(C)C2 (stereo unspecified) | 0% | -1 | 8% | -10 | -3% | -2%
Cn1c(N)c(C(=O)COC(=O)c2cccs2)c(=O)n(C)c1=O | -8% | -2 | 24% | -4 | ? | 3%
Cc1cc([N+](=O)[O-])c(C(C)(C)C)cc1N | -4% | -5 | 2% | -5 | 5% | .
CNC(=O)COC(=O)CNC(=O)c1cc(Cl)cc([N+](=O)[O-])c1 | 5% | 8 | -11% | -9 | -15% | 24%
O=C(Cn1cnc2ccccc2c1=O)Nc1nc2ccccc2s1 | 1% | -2 | 30% | 15 | 16% | 32%[activator]

# Going on with the list.
smiles | Giardia FBPA inh | CHX counter | Pf growth 48h | Shiga toxin inh | HCV inhibitor | Pf growth 96h
Nc1nc(NCc2ccccc2)nc(Nc2ccc(F)cc2)c1[N+](=O)[O-] | 9% | 2 | 19% | -1 | 14% | ?
Cc1cc(C(=O)CN2C(=O)c3ccccc3C2=O)c(C)n1Cc1cccs1 | 0% | 26* | 69%[activator] | 12 | -18% | 6%
CC1CCN(CC(O)COC2CCC(C(C)(C)C)CC2)CC1 (stereo unspecified) | -8% | 5 | ? | 19 | ? | -16%
CN1CCc2ccc3c4c2[C@]1(C)Cc1cccc(c1-4)OCO3 | ? | 0 | . | 1 | . | .
COc1cccc(OCC(O)CO)c1 (stereo unspecified) | 4% | -2 | 12% | 52 | 2% | .
CN(Cc1ccccc1)S(=O)(=O)c1ccc(NC(=S)NC(=O)C(C)(C)C)cc1 | -9% | 1 | ? | 16 | 4% | -17%
OCCNc1nc2ccccc2n1CC(O)c1ccccc1 (stereo unspecified) | 0% | -1 | 3% | -3 | -4% | 2%
O=C(Cn1c(=O)[nH]c2ccsc2c1=O)NC1CCCCC1 | 15% | -1 | 28% | 21 | -8% | 2%
COc1ccc(OC)c(CN2CCN(c3ccc(S(=O)(=O)N4CCCC4)cn3)CC2)c1 | . | . | ? | . | ? | ?
CCCn1c(SCC(=O)O)nc2ccccc21 | 9% | -1 | 25% | -21 | 20% | 32%[activator]
Cc1ccc(C(=O)Nc2oc(-c3ccccc3)cc2C#N)cc1 | -5% | 7 | -5% | -2 | -6% | -2%
O=C(C1CCCN(S(=O)(=O)Cc2ccccc2)C1)N1CCCCC1 (stereo unspecified) | -1%[12.9 µM] | 14 | ? | 8 | 27% | 13%
CN1C(=O)C(CC(=O)Nc2ccccc2)S/C1=N/c1nccs1 (stereo unspecified) | 0% | -1 | 42%[activator] | -5 | 15% | 190%[activator]
O=C(NCc1cccnc1)C(=O)NCC1OCCN1S(=O)(=O)c1cc(F)ccc1F (stereo unspecified) | 1% | -4 | 43%[activator] | -4 | 10% | -15%
CC(O)CNCCCOc1ccccc1OCc1ccccc1 (stereo unspecified) | ? | 0 | ? | -17 | -15% | 28%
Cc1oc(-c2ccc(Cl)cc2)nc1CS(=O)CC(=O)NCCCN1CCN(Cc2ccccc2)CC1 (stereo unspecified) | . | -7 | ? | -7 | 1.3µM* | 9.3µM*

# Two of the compounds above, as labelled records.
CCCn1c(SCC(=O)O)nc2ccccc21
  Giardia FBPA inh = 9% | CHX counter = -1 | Pf growth 48h = 25% | Shiga toxin inh = -21 | HCV inhibitor = 20% | Pf growth 96h = 32%[activator]

Cc1ccc(C(=O)Nc2oc(-c3ccccc3)cc2C#N)cc1
  Giardia FBPA inh = -5% | CHX counter = 7 | Pf growth 48h = -5% | Shiga toxin inh = -2 | HCV inhibitor = -6% | Pf growth 96h = -2%

# Next part:
smiles | Giardia FBPA inh | CHX counter | Pf growth 48h | Shiga toxin inh | HCV inhibitor | Pf growth 96h
CCn1c(O)c(N=Nc2cccc(S(=O)(=O)N3CCOCC3)c2)c(=O)n(CC)c1=S | 0% | -3 | 4% | -22 | 4% | 36%[activator]
CC(NC(=O)Nc1ccccc1)C(c1cccs1)N1CCN(C)CC1 (stereo unspecified) | 7% | -1 | -3% | 1 | -3% | -3%
N#CCC(=O)Nc1ccccc1C(=O)O | 0% | 11 | -5% | 16 | 15% | ?
CN(C(=O)CSc1nnc(-c2ccc(C(C)(C)C)cc2)n1C)C1CCS(=O)(=O)C1 (stereo unspecified) | . | . | -24% | . | 6% | ?
Cc1ccc(C(=O)N2CCC(N3CCC(C(=O)N4CCOCC4)CC3)CC2)cc1C | -5% | -1 | ? | -5 | 5% | ?
Cc1ccc(NC2(C(F)(F)F)N=C(c3ccccc3)NC2=O)nc1 (stereo unspecified) | 0% | 1 | -4% | -4 | 5% | -9%
CNC(=O)c1ccccc1NC(=O)c1ccco1 | 2% | 4 | 6% | -2 | -18% | ?
O=C1C(=O)N(CC2COc3ccccc3O2)c2ccccc21 (stereo unspecified) | -6% | -1 | -1% | -6 | 4% | 30%[activator]
CCN(c1ccc(NC(=O)c2ccc(N3CCCC3=O)cc2)cc1)C(C)C | . | . | ? | . | ? | ?
